DYRK1A inh = inhibitors of rat Dyrk1A kinase | ADP-Glo luminescence, NFATc1 peptide | inhibition, % at 12.5 µM | Q63470 | 0.43% of 310,000 active; in the data active = inhibition above about 50%;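 note: plate controls were vehicle with enzyme for no effect and no enzyme for full effect; many of its hits are not listed in these tables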
TMEM16A act = activates or potentiates the mouse TMEM16A chloride channel | Q8BHY3 | HEK293 TMEM16A/YFP-H148Q/I152L, iodide quench fluorescence; hits give low values | B-score at 10 µM | 0.3% of 340,000 active | AID 623877;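 active = fluorescence-ratio B-score plate-corrected deviation score at least 3 library SD below zero, with starting fluorescence score within 5 deviations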;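 note: channel opened by trigger with iodide after compound preincubation; score built on the fluorescence ratio of max minus min over baseline; more negative score means more quench and so TMEM16A activation or potentiation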
KCNQ1 block = inhibitors of human KCNQ1 potassium channel | P51787 | CHO-K1 KCNQ1, FluxOR thallium flux fluorescence; hits give high values | B-score at 10 µM | 1.3% of 310,000 active | AID 2642;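 active = compounds whose thallium flux B-score, printed positive for inhibition, exceeds three library SD while starting fluorescence stays within three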;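 note: channel opened by potassium depolarization with thallium stimulus after 20 min compound exposure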
ANO1 block = inhibitors of mouse TMEM16A calcium-activated chloride channel. HEK293 TMEM16A/YFP iodide influx fluorescence, ionomycin. normalized B-score (activity score, 25-100; higher = stronger inhibition) at 10 µM. 1.2% of 310,000 active. Q8BHY3;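 active = ratio plate-corrected score three or more library SD toward inhibition, starting fluorescence score within five deviations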;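 note: score derived from kinetic fluorescence span divided by baseline fluorescence per well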
hERG rescue = hERG (human) protection from proarrhythmic block. Q12809. CHO-hERG, FluxOR thallium flux, dofetilide IC70 present. activation (rescue from dofetilide block), less the hit threshold, % at 10 µM. 0.51% of 310,000 active. AID 1511;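 active = activation above the mean of controls blocked by dofetilide plus 5 SD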;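 note: thallium influx through hERG after potassium depolarization seen as dye fluorescence rise; in these data hits start at about 4.7%; inactives centre near -7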
KCNK9 inh = human KCNK9 channel inhibition; Q9NPC2; HEK293 KCNK9, FluxOR thallium flux fluorescence; hits give low values; B-score at 10 µM; 1.2% of 310,000 active;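 active = ratio B-score over 3 SD below the library mean, with starting fluorescence within 5 SD of its mean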;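 note: negative B-score means less thallium flux so channel inhibition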
Target sequence (Q9NPC2 whole entry, looked up): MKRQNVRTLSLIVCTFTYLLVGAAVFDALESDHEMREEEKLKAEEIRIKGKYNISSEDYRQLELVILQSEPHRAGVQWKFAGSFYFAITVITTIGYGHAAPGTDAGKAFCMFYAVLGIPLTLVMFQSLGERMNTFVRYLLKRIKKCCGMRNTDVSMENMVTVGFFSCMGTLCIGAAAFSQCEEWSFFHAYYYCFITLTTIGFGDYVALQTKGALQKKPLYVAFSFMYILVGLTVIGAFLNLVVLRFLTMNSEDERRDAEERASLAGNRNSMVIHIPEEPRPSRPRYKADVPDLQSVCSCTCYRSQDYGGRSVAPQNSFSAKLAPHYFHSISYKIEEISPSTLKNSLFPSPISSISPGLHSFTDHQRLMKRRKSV
TRPC4 agonist = TRPC4 (mouse) channel activation | 0.49% of 310,000 active | B-score at 10 µM | HEK293 TRPC4beta/mu-opioid, Fluo4 calcium fluorescence; hits give high values;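 active = B-score above 5 SD of library B-scores, and initial fluorescence ratio not above library mean plus 5 SD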;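 note: positive B-score marks a calcium rise read as TRPC4 activation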
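System: HEK293 cells stably co-expressing mouse TRPC4beta and mu-opioid receptor; Schedule: Fluo4 dye loading 45 min at room temperature, 110 s recording; Detection: Fluo4 fluorescence, kinetic; Evaluation: B-scored integrated calcium fluorescence ratio; Controls: buffer (low) and maximal DAMGO (high).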
KCNK3 inh = human KCNK3 channel inhibition, primary screen. O14649. CHO-KCNK3 thallium flux, FluxOR fluorescence; hits give low values. B-score at 10 µM. 0.84% of 340,000 active. AID 602410;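 active = B-score under library mean minus 4 SD, starting fluorescence ratio at most library mean plus 5 SD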;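 note: more negative B-score means stronger inhibition of thallium flux through KCNK3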
KCNQ1 pot = potentiates or activates the human KCNQ1 potassium channel. CHO-K1 KCNQ1, thallium flux FluxOR fluorescence; hits give high values. B-score at 10 µM. 0.35% of 310,000 active. AID 2648;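 active = fluorescence ratio B-score, a plate-corrected score, at least three library SD, with initial intensity B-score within 5 SD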
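Material: CHO-K1 cells stably expressing KCNQ1. Medium: assay buffer for compound exposure, DMSO matched across wells. Reagent: K+/Tl+ depolarizing stimulus. Compound dosing: single-concentration screen. Times: 37 °C overnight plating, 90-min dark dye load, 20-min compound pretreatment. Technique: FluxOR Tl+ flux fluorescence.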
HDAC3 inhib = blocks human histone deacetylase 3 | recombinant HDAC3, fluorogenic peptide/trypsin coupled, fluorescence | 0.15% of 320,000 active | O15379 | AID 2718 | inhibition, % at 8.3 µM; in the data active = inhibition above about 26%, passing the limit was not always enough; inconclusive = no clear call, values can overlap the other calls
Target sequence (O15379 whole entry, looked up): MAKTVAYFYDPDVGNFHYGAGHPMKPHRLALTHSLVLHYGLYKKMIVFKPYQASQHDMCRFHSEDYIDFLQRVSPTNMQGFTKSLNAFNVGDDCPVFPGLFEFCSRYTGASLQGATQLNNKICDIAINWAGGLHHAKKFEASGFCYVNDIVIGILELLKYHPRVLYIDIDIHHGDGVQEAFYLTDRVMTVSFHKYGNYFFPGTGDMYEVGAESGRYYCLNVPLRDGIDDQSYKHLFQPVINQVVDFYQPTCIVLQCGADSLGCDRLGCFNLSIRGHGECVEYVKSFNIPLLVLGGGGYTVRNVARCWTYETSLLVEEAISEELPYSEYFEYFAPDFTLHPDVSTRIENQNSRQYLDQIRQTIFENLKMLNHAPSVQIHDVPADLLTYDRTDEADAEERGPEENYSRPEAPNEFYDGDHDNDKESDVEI
TRPC4 PAM = allosteric potentiators of mouse TRPC4 channel. Q9QUQ5. HEK293 TRPC4beta/mu-opioid, DAMGO EC20, Fluo-4 Ca2+ flux; hits give high values. B-score at 10 µM. 0.42% of 310,000 active. AID 2227;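 active = B-score of calcium response area above 5 SD of library B-scores, with initial fluorescence ratio within 5 SD of library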;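 note: B-score of integrated fluorescence ratio over time as area under calcium response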
The depositor's hits bear a star; i = inactive; ? = inconclusive; . = not tested or not shown. Only part of the results is shown; rates above refer to the full screens.

SMILES,DYRK1A inh,TMEM16A act,KCNQ1 block,ANO1 block,hERG rescue,KCNK9 inh,TRPC4 agonist,KCNK3 inh,KCNQ1 pot,HDAC3 inhib,TRPC4 PAM
CCCN(CC(=O)Nc1ccc(C(N)=O)cc1)CC(=O)Nc1ccccc1C,10.4,i,i,i,-22.0,i,i,i,i,-0.8,i
CCS(=O)(=O)N1CCC(C(=O)NCc2ccc(OC)cc2OC)CC1,4.0,i,i,i,-9.5,i,i,i,i,-5.7,i
CCOC(=O)c1oc2ccc(S(=O)(=O)n3nc(-c4ccc(OC)cc4)cc3N)cc2c1C,-1.7,i,i,i,-6.0,i,i,i,9*,-2.8,i
O=C(/C=C/Nc1ccc(OC(F)(F)F)cc1)C(F)(F)F,-2.0,i,i,i,-8.4,i,i,i,i,0.0,i
CCOc1ccc(C(C(=O)NC2CCCC2)N(C(=O)c2snc(C(N)=O)c2N)c2cccc(O)c2)cc1 (configuration not stated),0.4,i,i,i,-16.2,i,i,i,i,-4.8,i
CC(C)=CC(=O)OCC(=O)Nc1cc([N+](=O)[O-])ccc1F,-0.2,i,i,i,-4.8,i,i,i,i,-3.2,i
O=C(COC(=O)c1cc(NS(=O)(=O)c2cccs2)ccc1O)Nc1ccc(F)c(F)c1F,8.9,i,i,i,-7.4,i,i,i,i,-4.3,i
Clc1ccc(CSc2nnc(-c3ccc4c(c3)OCO4)o2)cc1,6.6,i,i,i,-5.7,i,i,i,i,-4.9,i
Cc1c2cnn(CC(=O)NCCCN3CCCCC3)c(=O)c2c(C)n1Cc1ccccc1,-2.0,i,i,i,-5.6,i,i,i,i,1.0,i
CC(=O)Nc1ccc(C)c([N+](=O)[O-])c1,-1.3,i,i,i,-3.2,i,i,i,i,5.7,i
Cc1ccc(SC(C)C(=O)Nc2ccc(S(=O)(=O)N3CCOCC3)cc2)cc1 (configuration not stated),2.7,i,i,i,-10.7,i,i,i,i,6.8,i
O=Cc1c(-c2ccccc2)cc2oc3ccccc3cc1-2,.,i,i,i,-7.1,i,i,i,i,2.5,i
CCOC(=O)c1ccc(NC(=O)c2ccccc2)cc1,-1.1,i,i,i,-9.0,i,i,i,i,2.7,i
Cn1c(=O)c2c(nc(SCC(=O)c3ccccc3F)n2C)n(C)c1=O,.,.,i,i,-1.4,i,i,.,i,-6.9,i
Cc1ccn2c(-c3n[nH]c(=S)n3C)c(C)nc2c1,12.3,i,i,i,-4.3,i,i,i,i,-1.1,i
COc1ccc(-c2c(-c3ccsc3)oc3ccc(N4CCOCC4)cc23)cc1,2.3,i,i,i,-2.8,i,i,i,i,-7.3,i
Cc1nn(-c2ccccc2)c2sc(C(=O)n3cccn3)cc12,0.1,i,i,i,-1.1,i,i,i,i,-6.1,i
COc1ccc(-c2nnc(SCC(=O)N3CCOCC3)o2)cc1,9.8,i,i,i,-6.4,i,i,i,i,2.1,i
Cc1nnc(SCC(=O)Nc2nc3ccccc3s2)n(N)c1=O,2.0,i,i,i,-5.1,i,i,i,i,-4.9,i
c1ccc(-c2ccnc3nc(-n4cccc4)nn23)cc1,2.5,i,i,i,-10.4,i,i,i,i,-1.6,i
CN(CC(=O)O)S(=O)(=O)c1cc(Cl)ccc1Cl,5.1,i,i,i,-10.7,i,i,i,i,-3.7,i
CC(Oc1ccc(Br)cc1)C(=O)Nc1nc(-c2ccccn2)cs1 (configuration not stated),16.7,i,i,i,-23.5,i,i,i,i,7.4,i
COC(=O)c1cc(CNC(=O)c2ccccc2Cl)ccc1OC,-3.0,i,i,i,-11.5,i,i,i,i,-2.7,i
COC(=O)c1c(NC(=O)CN2CCCc3ccccc32)sc(C)c1C,3.8,i,i,i,-9.9,i,i,i,i,-2.2,i
CC1CCN(S(=O)(=O)c2cc([N+](=O)[O-])ccc2Cl)CC1,25.8,i,i,i,-8.3,i,i,i,i,5.2,i
COc1cc(NC(=O)C(=O)N2CCN(C)CC2)c(OC)cc1Cl,-6.6,i,i,i,-3.9,i,i,i,i,-4.4,i
O=C(Cn1cnc(S(=O)(=O)N2CCOCC2)c1)Nc1ccc(OC(F)(F)F)cc1,2.7,i,i,i,-10.6,i,i,i,i,.,i
COc1ccccc1CNC(=O)C(=O)NCC1OCCN1C(=O)c1ccc(Cl)cc1 (configuration not stated),14.0,i,i,i,-6.5,i,i,i,i,2.0,i
c1ccc(CNc2nc(NCc3ccco3)nc(N3CCOCC3)n2)cc1,2.2,i,i,i,-11.6,i,i,i,i,-11.0,i
CCN(CC)CCCn1c2c(c(SCC(=O)N3CCCc4ccccc43)nc1=O)CCC2,-3.4,i,i,i,-8.6,i,i,i,i,4.5,i
COc1ccccc1NNC(=O)c1cc(C(C)(C)C)nn1Cc1ccccc1,-2.9,i,6*,i,-15.1,i,i,i,i,-1.8,i
O=C(CCc1nnc(CCC2CCCCC2)o1)NCc1ccon1,-2.4,i,i,i,-6.6,i,i,i,i,8.6,i
CN(C(=O)c1cc2sccc2n1C)C1CCCCC1,4.6,i,i,i,-10.2,i,i,i,i,2.6,i
O=C(NCCc1ccccc1)C1CCCN1C(=O)Nc1ccccc1 (configuration not stated),-8.8,i,i,i,3.8,i,i,i,i,0.9,i
O=[N+]([O-])c1cc([N+](=O)[O-])c(Oc2cc(Cl)ccc2Cl)cc1NC1CCCCCCC1,-6.6,i,i,i,-11.0,i,i,i,i,-8.3,i
Cc1cc(O)ccc1Nc1nc(-c2sc(N)nc2C)cs1,0.7,i,i,i,-15.7,i,i,i,i,-0.3,i
O=C(NCc1ccccc1C(F)(F)F)C1CCC(=O)N(C2CCCCCC2)C1 (configuration not stated),-2.0,i,i,i,-7.9,i,i,i,i,0.4,i
CC(=O)N1CCN(C(=O)Cn2c(=O)oc3ccccc32)CC1,0.3,i,i,i,-3.9,i,i,i,i,3.9,i
CC(=O)Nc1ccc(S(=O)(=O)N2CCC(C(=O)O)(c3ccccc3)CC2)cc1,11.4,i,i,i,-3.7,i,i,i,i,-2.6,i
CC(CCc1ccccc1)NC(=O)CSc1ccccn1 (configuration not stated),4.4,i,i,i,-7.7,i,i,i,i,-2.9,i
COC(C(=O)Nc1ccccc1F)c1ccccc1 (configuration not stated),-4.9,i,i,i,-1.1,i,i,i,i,-1.2,i
C/C(=C\C(=O)c1ccccc1)NCc1ccc(F)cc1,-3.1,i,i,i,-3.3,i,i,i,i,2.0,i
O=S(=O)(c1ccc(F)cc1)N1CCN(C(=S)NCC2CCCO2)CC1 (configuration not stated),7.4,i,i,i,-7.2,i,i,i,i,1.3,i
Cc1cc(C)c2c(c1)c(C)cc1nnc(SCC(=O)c3cccs3)n12,-1.6,i,i,i,-21.5,i,i,i,i,-1.5,i
CC(C)C(=O)NNC(=O)CSc1nc(C2CCCCC2)nc2ccccc12,0.0,i,i,i,-6.2,i,i,i,i,-2.0,i
CCOC(=O)C1CCCCN1Cc1cc(Cl)ccc1O (configuration not stated),4.6,i,i,i,-12.6,i,i,i,i,?,i
CCc1ccc(C(=O)NNC(=O)CCc2nc3ccccc3c(=O)[nH]2)cc1,-3.8,i,i,i,-12.7,i,i,i,i,.,i
O=C(O)/C(=C1/OC(=O)c2ccccc21)c1ccccc1,10.9,i,i,i,-1.4,i,i,i,i,-8.2,i
COCCNC(=O)/C(C#N)=C/c1ccc(C(=O)O)cc1,-4.9,i,i,i,-16.3,i,i,i,i,6.0,i
CCOc1ccc(S(=O)(=O)NCc2ccco2)cc1,-3.8,i,i,i,-12.6,i,i,i,i,-5.7,i

(next part)
SMILES,DYRK1A inh,TMEM16A act,KCNQ1 block,ANO1 block,hERG rescue,KCNK9 inh,TRPC4 agonist,KCNK3 inh,KCNQ1 pot,HDAC3 inhib,TRPC4 PAM
COc1ccc(C(=O)Nc2sc(C)c(C)c2CN2CC(C)OC(C)C2)cc1 (configuration not stated),-5.3,i,i,i,-4.2,i,i,i,i,2.5,i
C/C(N)=C(\C#N)C(=O)NCc1ccccn1,0.9,i,i,i,-7.5,i,i,i,i,-0.7,i
CN(C)S(=O)(=O)N1CCC(Oc2ccc(C(=O)N3C[C@H]4CC[C@H]3C4)cc2)CC1,2.1,i,i,i,-7.8,i,i,i,i,0.7,i
COCCSc1nnc(-c2cccc(C#N)c2)n1C,-1.5,.,i,i,-8.7,i,i,i,i,1.3,i
CC(C)C(c1nnnn1Cc1ccc(F)cc1)N1CCN(C(=O)c2ccco2)CC1 (configuration not stated),1.0,i,i,i,-8.4,i,i,i,i,-1.2,i
C=CCN1CCN(C(=O)c2cc3c(s2)CCC(CC)C3)CC1 (configuration not stated),.,i,i,i,-13.8,i,i,i,i,4.8,i
O=C(c1cccc(F)c1F)N1CCCC1,24.4,i,i,i,-5.4,i,i,i,i,1.4,i
CCCc1cc(=O)oc2c(C)c(OCC(=O)NCCCN3CCOCC3)ccc12,6.3,i,i,i,-8.8,i,i,i,i,-0.9,i
CN1CCN(c2ccccc2NC(=O)c2ccc([N+](=O)[O-])cc2Cl)CC1,.,i,i,i,-14.6,i,i,i,i,-3.9,i
COc1ccc2c(-c3ccccc3)cc(SCC(=O)N(C)C)nc2c1,.,i,i,i,-12.8,i,i,i,i,1.3,i
C[C@H]1CCC(=O)N([C@H](CSc2ccccc2)Cc2ccccc2)CC1,-6.4,i,i,25*,-11.7,i,i,i,i,4.2,i
Cc1onc(-c2ccccc2Cl)c1C(=O)O/N=C(\N)c1ccccc1,0.8,i,i,i,-9.3,i,i,i,i,-3.1,i
